Growth percent in the NCI-60 one-dose screen (48 h, 10 µM unless noted): 100 = growth as untreated, 0 = no growth, -100 = all killed.
HL-60(TB): HL-60(TB) leukemia cells | 9% of 78,000 active | AID 1794776; active means growth percent below 10
* hit, by the source's call; & = joins results of further samples; ! = not confirmed by another sample; [ ] = dose if it differs, or a comment. Some of the compounds tested, so the mix of outcomes need not match the whole.

CCCCN1CCCCC1C(=O)Nc1c(C)cccc1C (configuration not stated)
- HL-60(TB): 137

COc1cccc(-c2c(C#N)c(-c3ccc(Cl)cc3)nc3n[nH]c(-c4ccc(Cl)cc4)c23)c1
- HL-60(TB): 7.7*

CC(=O)Oc1ccccc1-c1ccccc1
- HL-60(TB): 131

O=c1c2cc(F)ccc2sc2c(Nc3cccnc3)nc3ccccc3c12
- HL-60(TB): 89

CC(=O)Oc1ccccc1C(=O)N=C1[Se]CCN1C(=O)c1ccccc1OC(C)=O
- HL-60(TB): -34*

O=C(c1ccccc1)C(Br)[N+](=O)[O-] (configuration not stated)
- HL-60(TB): 62

COCC(Cl)/C(N)=N\S(=O)(=O)c1c(C)cc(Cl)cc1Cl (configuration not stated)
- HL-60(TB): 85

S=C(S)N1CCCCC1
- HL-60(TB): 88

Oc1cccc(N2CCN(c3cccc(O)c3)CC2)c1
- HL-60(TB): 93

NC(=O)C[n+]1ccccc1
- HL-60(TB): 87

Cc1ccc(Nc2c(C(N)=O)cnc3ccc(S(=O)(=O)Nc4cc(C)on4)cc23)cc1
- HL-60(TB): 113

O=C(CCn1c[n+](CC(=O)c2ccc(F)cc2)c2ccccc21)Nc1cccc2cccnc12
- HL-60(TB): 37

CN(C)C(=O)c1ccc(SC(=S)NCc2ccccc2)cc1
- HL-60(TB): -32*[100 µM]

NC(=O)c1cc(Cl)ccc1O
- HL-60(TB): 102

O=C(Nc1cc(Cl)c(Cl)cc1Cl)OCc1ccc2c(c1)OCO2
- HL-60(TB): 85[100 µM]

O=c1oc2ccc(F)cc2c(=O)n1-c1ccc(F)cc1F
- HL-60(TB): 17

CCCCCCCCNC(=O)/C(=C\c1ccc2c(c1)OCO2)NC(=O)c1ccccc1
- HL-60(TB): 92

Cc1ccc(NC(=O)NNC(=O)/C=C/c2cn(-c3ccccc3)nc2-c2ccccc2)cc1
- HL-60(TB): 99

Brc1ccc(Nc2nc3ccccc3nc2Nc2ccc(Br)cc2)cc1
- HL-60(TB): -12*

CCOC(=O)COCC(=O)OCC
- HL-60(TB): 109

Cc1cc(Cl)nc(N(CCCNc2ccnc3cc(Cl)ccc23)Cc2ccco2)n1
- HL-60(TB): -36*

CC(=O)O.CN1[CH-]N(Cc2ccc(C#N)cc2)c2ccccc21.[Ag+]
- HL-60(TB): 102

C1=C(Cc2ccccc2)n2cnc3ncnc(c32)S1
- HL-60(TB): 75

CCNc1ccc2c(c1)C(=O)c1ccccc1-2
- HL-60(TB): 114

Cc1cn(-c2cc(NC(=O)c3cncc(C#Cc4c(N)ncc5ccc(F)cc45)c3)cc(C(F)(F)F)c2)cn1
- HL-60(TB): 9.5*

O=C(O)c1cccc(Cl)n1
- HL-60(TB): 99

Cc1cc(=O)oc2c1ccc1oc(=O)cc(C)c12
- HL-60(TB): 85

Cc1cc(=O)n(Cc2ccco2)c(=S)[nH]1
- HL-60(TB): 98

NS(=O)(=O)c1ccc(-n2ncc3c(N/N=C/c4ccccc4)ncnc32)cc1
- HL-60(TB): 83

Cc1ccc2c(n1)C(=O)C(Cl)=C(Nc1ccc(C(F)(F)F)cc1)C2=O
- HL-60(TB): 36

CN(C)S(=O)(=O)n1cnc(C(CCO)c2ncn(S(=O)(=O)N(C)C)c2CCCO)c1 (configuration not stated)
- HL-60(TB): 153

CC1(C)OC2OC(Cn3cc(COc4ccc5ccc(=O)oc5c4)nn3)C3OC(C)(C)OC3C2O1 (configuration not stated)
- HL-60(TB): 89

O=Nc1ccc(O)c(=O)cc1
- HL-60(TB): 4.4*

Clc1ccc2c(N3CCCC3)ccnc2c1
- HL-60(TB): 88

CC(C)=NOCCC#N
- HL-60(TB): 100

CC1(C)CCC(=O)OC1=O
- HL-60(TB): 102

O=S(=O)(NCCCNc1nccc(-c2[nH]c(-c3ccccc3)nc2-c2ccc(Cl)c(O)c2)n1)c1cccc2ccccc12
- HL-60(TB): 9.8*

Cc1cc(O)c(C(C)C)cc1S(=O)(=O)O (tested in a mixture with another compound)
- HL-60(TB): -0.8*!

C=C(C)/C=N/O
- HL-60(TB): 127

CCOC(=O)N1CCN(CCOc2c(C3CCCCC3)cc(Cl)cc2[N+](=O)[O-])CC1
- HL-60(TB): 48

CCOC(=O)/C=C1/S/C(=N/NC(=O)COc2cc(=O)n(C)c3ccccc23)N(c2ccccc2)C1=O
- HL-60(TB): 103

CCCCCOC(=O)Nc1nc(=O)n([C@@H]2O[C@H](CO)[C@@H](O)C2(F)F)cc1F
- HL-60(TB): 91

CC1(C)Oc2cc3oc(=O)ccc3cc2C[C@@H]1OCCNc1nnc(-c2ccccc2)s1
- HL-60(TB): 86

CCOC(=O)C1=NN(c2ccccc2)C(=O)/C1=C\N1C(=S)NC(=O)/C1=C\c1cccc([N+](=O)[O-])c1
- HL-60(TB): 101

Clc1ccc(C2=NN[C@H](c3cn(-c4ccccc4)nc3-c3ccccc3)C2)cc1
- HL-60(TB): 100

CN(NC(=O)c1ccccc1)C(=O)c1ccccc1
- HL-60(TB): 84

COc1ccc(/C=N/NC(=O)c2ccccn2)c(OC)c1OC
- HL-60(TB): 111

CC(=O)Cc1nsc(NC(=O)c2ccoc2COc2ccccc2)n1
- HL-60(TB): 99

O=C(c1ccccc1)c1ccccc1-c1ccccc1
- HL-60(TB): -4.6*

CC(=O)c1c(/C=C/c2cccc(C)c2)c2ccccc2[nH]c1=O
- HL-60(TB): 97

COc1ccc2c(c1)c(-c1nc(-c3c[nH]c4ncccc34)cs1)cn2CCCCN1CCCCC1
- HL-60(TB): -70*

COC(=O)C(Br)C(C)Br (configuration not stated)
- HL-60(TB): 94

COc1ccc(/C=C/C=C\C(=O)c2ccc(N3CCCC3)cc2)cc1
- HL-60(TB): 73

O=[N+]([O-])c1ccc(O)c(CN(CCO)CCO)c1
- HL-60(TB): 102

N#Cc1c(-c2ccc(Cl)cc2)c(C#N)c(=O)n(-c2nc3ccccc3s2)c1N
- HL-60(TB): 101

CCN1CCN(CC(=O)Nc2nc3ccc(NCc4ccc([N+](=O)[O-])cc4)cc3s2)CC1
- HL-60(TB): 98

O=C(O)c1ccc(S(=O)(=O)c2ccccc2)s1
- HL-60(TB): 70&68

COC(=O)C(C)CNCCc1ccccc1 (configuration not stated)
- HL-60(TB): 95

CCOC(=O)c1cccc(NC(=S)Nc2ccc(S(=O)(=O)Nc3ccc(Cl)nn3)cc2)c1
- HL-60(TB): 107

N#Cc1c(-c2ccccc2)nc(NCCO)[nH]c1=O
- HL-60(TB): 106

CC(=O)N(C(C)=O)c1ncn(C)c1S(=O)(=O)Nc1ccccc1
- HL-60(TB): 122

COc1ccc(-c2nn(-c3cccc(Cl)c3)cc2C=C2C(=N)NC(=O)NC2=N)cc1
- HL-60(TB): 102

O=C(C[n+]1ccnc2ccccc21)c1ccc2ccccc2c1
- HL-60(TB): 100

CCCn1cnc2c(SCc3ccccn3)nc(N)nc21
- HL-60(TB): 99

COC(=O)/C=C1\S/C(=N\Nc2ccc([N+](=O)[O-])cc2[N+](=O)[O-])N(c2ccccc2)C1=O
- HL-60(TB): 99

CC[C@H](C)[C@@H]1NC(=O)[C@H](C)NC(=O)[C@@H](Cc2ccc(O)cc2)NC(=O)CSC[C@@H](C(N)=O)NC(=O)[C@H](CC(C)C)NC(=O)[C@H](CC(C)C)NC(=O)[C@H]([C@@H](C)O)NC(=O)[C@H]([C@@H](C)O)NC(=O)[C@H](CCCCN)NC(=O)CNC(=O)[C@H](CCCN=C(N)N)NC(=O)[C@H](Cc2ccc(O)cc2)NC(=O)[C@H](CO)NC1=O
- HL-60(TB): 136

C[C@]12CCC(=O)C=C1CCC1C2C(=O)C[C@@]2(C)C1CC[C@]2(O)C(=O)CO (some centres not stated)
- HL-60(TB): 86

O=C(CSc1nc2ccccc2[nH]1)c1cc2cc(Br)ccc2o1
- HL-60(TB): 112

CC(=O)[C@H]1[C@H](N2CC2)C[C@H]2[C@@H]3CC=C4C[C@@H](O)CC[C@]4(C)[C@H]3CC[C@@]21C
- HL-60(TB): 104&57

CN1C(=O)N(C)C2Nn3c(s/c(=C\c4ccccc4)c3=O)=NC21 (configuration not stated)
- HL-60(TB): 95

CN1CCC(=C(c2ccc(Cl)cc2)c2ccccn2)CC1
- HL-60(TB): 104

C=CCNC(=S)N/N=C/C=C/C
- HL-60(TB): 78

CCNCCNc1cc(-c2ccc(S(C)=O)cc2)c(C#N)c2nc3ccccc3n12 (configuration not stated)
- HL-60(TB): 105

CCC(C)(CC(=O)O)CC(=O)O
- HL-60(TB): 87

O=C(O)CCC(NC(=O)OCc1ccccc1)C(=O)NC(Cc1ccccc1)C(=O)O (configuration not stated)
- HL-60(TB): 92

O=C(/C=C/c1cccc(C(F)(F)F)c1)Nc1ncc(Cc2ccc(Cl)cc2)s1
- HL-60(TB): 99

NS(=O)(=O)Oc1ccc(NC(=O)C2CCCCC2)cc1
- HL-60(TB): 101

CC(C)=NN=C(C)C
- HL-60(TB): 91

COc1cc(-c2csc(NC(=O)Nc3ccc(Cl)cc3)n2)cc(OC)c1OC
- HL-60(TB): 2.6*

C=C1CCOC12c1cccc(OC)c1-c1cc(OC)c(OC)c(OC)c12 (configuration not stated)
- HL-60(TB): 108

O=C1/C=C/[C@@H](O)[C@@H]2C[C@@H](O)C[C@H]2/C=C/CCC[C@H]([C@@H](O)CO)O1
- HL-60(TB): 101

CSC1=C(C#N)C(N)=NN2C(=N1)C(c1nc3ccccc3s1)=Cc1cc(Br)ccc12
- HL-60(TB): 92

CC(C)c1cc(C(C)C)c(S(=O)(=O)n2ccc3nc(Cl)nc(Cl)c32)c(C(C)C)c1
- HL-60(TB): 98

Cn1nnnc1-c1ccc(N)cc1
- HL-60(TB): 94

Cc1ccc(NC(=O)c2ccc(CN3CCN(C)CC3)c(I)c2)cc1Oc1ccc(-c2[nH]nc3ncnc(N)c23)cc1
- HL-60(TB): 118

C/C(=C(/C)C1CC1CCNS(=O)(=O)c1ccc(C)cc1)c1cc(C)cc(C)c1 (configuration not stated)
- HL-60(TB): 97

O=C(c1ccc(O)cc1)[C@@H]1[C@@H]2CCCN2[C@@]2(C(=O)N(C(=O)c3cccs3)c3ccccc32)[C@H]1c1ccc(F)cc1
- HL-60(TB): 103

C/C(=N/NC(=O)c1sc(=S)n(C)c1N)c1cc2cc(Br)ccc2o1
- HL-60(TB): 77

COc1ccc(NC2=C(Br)C(=O)C(C)=C(C)C2=O)cc1OC
- HL-60(TB): -35*

Cc1nccc2c3ccc(OCc4cn(-c5ccccc5)nn4)cc3n(CCCc3ccccc3)c12
- HL-60(TB): 30

COC(=O)[C@@H](NC(=O)c1cn(CCC2CCCCC2)c2ccccc12)C(C)C
- HL-60(TB): 83

CN(C)S(=O)(=O)c1cccc(C(=O)Nc2sc3c(c2C(N)=O)CCC3)c1
- HL-60(TB): 100

NC1(C(=O)O)c2ccccc2-c2ccccc21
- HL-60(TB): 101

COc1cc2c(cc1[N+](=O)[O-])-c1ccc([N+](=O)[O-])cc1/C2=N\O
- HL-60(TB): 89

C=C(C)[C@@H]1C/C=C(\COC(=O)[C@H](OC(C)=O)C(NC(=O)c2ccccc2)c2ccccc2)CC[C@H]2O[C@]2(C)CC/C=C(\C)CC1 (some centres not stated)
- HL-60(TB): 30[5 µM]

CNCCCn1c2c(c3ccc(F)cc3c1=O)C(=O)c1cc(OC)cnc1-2
- HL-60(TB): -17*

CCn1c2ccc(/C=N/NS(=O)(=O)CCN(C)C)cc2c2cc(/C=N/NS(=O)(=O)CCN(C)C)ccc21
- HL-60(TB): 103

Cc1cc(=O)oc2cc(OCC(O)CNN3C(=O)c4cccc5c(N6CCOCC6)ccc(c45)C3=O)ccc12 (configuration not stated)
- HL-60(TB): 97

O=C(CCl)n1nnnc1Cc1ccccc1
- HL-60(TB): 83

COC(=O)c1[nH]nc2c1C1(C(=O)Nc3ccc(OC(F)(F)F)cc31)C(C#N)=C(N)O2 (configuration not stated)
- HL-60(TB): 125

CN1CC[C@H](c2c(O)cc(O)c3c(=O)cc(-c4ccccc4Cl)oc23)[C@H](O)C1
- HL-60(TB): -23*

COc1ccc(OC)c(/C(C)=N/NC(=O)CSc2nc3ccccc3c(=O)n2Cc2ccc(S(N)(=O)=O)cc2)c1
- HL-60(TB): 101

O=C1/C(=C\c2cccn2Cc2ccccc2)c2ccccc2N1c1c(Cl)cccc1Cl
- HL-60(TB): 71

CC(=O)Nc1nonc1-c1nc2ccccc2n1Cc1ccc(C(C)(C)C)cc1
- HL-60(TB): 57

CN(C)C=Nc1ccccc1
- HL-60(TB): 120

O=C1C=CC(=O)N1CO
- HL-60(TB): -12*

CCCC(CCC)NC(CC)CO (configuration not stated)
- HL-60(TB): 145

CC(C)C1=C[C@@]23CC[C@@H]4[C@](C)(CCC[C@]4(C)C(=O)NCc4ccccc4)[C@H]2C[C@@H]1[C@H]1C(=O)CCC(=O)[C@H]13
- HL-60(TB): 54

CC(C)C(/C=N/N=C(N)N)=N\N=C(N)N
- HL-60(TB): 90

Cc1cnc(/C=N\NC(N)=S)c2cccc(N)c12
- HL-60(TB): -30*

COC(=O)/C(=N\Nc1nc(=S)[nH]n1N)C(C#N)c1ccccc1 (configuration not stated)
- HL-60(TB): 94

CC(C)(C)C1CCN(Cc2ccccc2)CC1
- HL-60(TB): 95

CC(COC(=O)c1ccc([N+](=O)[O-])cc1)C1CCCCC1 (configuration not stated)
- HL-60(TB): 102

COc1ccc2c(c1)c(-c1nnc(N)nc1-c1c[nH]c3ccc(F)cc13)cn2C
- HL-60(TB): -0.1*

COc1ccc(C2=NN(c3nc(-c4ccccc4)c(C#N)c(=O)n3C)C(c3ccc(OC)cc3)C2)cc1 (configuration not stated)
- HL-60(TB): 102

Screening data deposited in PubChem BioAssay by NCI.
